Screening results: PubChem BioAssay, National Center for Advancing Translational Sciences (NCATS)
POLK inh = DNA polymerase kappa (human) inhibition | Q9UBT6 | purified Pol kappa, fluorescent DNA synthesis assay, 10 min | Potency, µM (doses to about 107 µM), inactives show at the top dose activity, negative = inhibition, usual class: inhibitors | 0.53% of 400,000 active; also: potency is read from the fitted curve at half-maximal effect; % is scaled to controls: 0 for no effect and ±100 for the full control effect
Target sequence (Q9UBT6 whole entry, looked up): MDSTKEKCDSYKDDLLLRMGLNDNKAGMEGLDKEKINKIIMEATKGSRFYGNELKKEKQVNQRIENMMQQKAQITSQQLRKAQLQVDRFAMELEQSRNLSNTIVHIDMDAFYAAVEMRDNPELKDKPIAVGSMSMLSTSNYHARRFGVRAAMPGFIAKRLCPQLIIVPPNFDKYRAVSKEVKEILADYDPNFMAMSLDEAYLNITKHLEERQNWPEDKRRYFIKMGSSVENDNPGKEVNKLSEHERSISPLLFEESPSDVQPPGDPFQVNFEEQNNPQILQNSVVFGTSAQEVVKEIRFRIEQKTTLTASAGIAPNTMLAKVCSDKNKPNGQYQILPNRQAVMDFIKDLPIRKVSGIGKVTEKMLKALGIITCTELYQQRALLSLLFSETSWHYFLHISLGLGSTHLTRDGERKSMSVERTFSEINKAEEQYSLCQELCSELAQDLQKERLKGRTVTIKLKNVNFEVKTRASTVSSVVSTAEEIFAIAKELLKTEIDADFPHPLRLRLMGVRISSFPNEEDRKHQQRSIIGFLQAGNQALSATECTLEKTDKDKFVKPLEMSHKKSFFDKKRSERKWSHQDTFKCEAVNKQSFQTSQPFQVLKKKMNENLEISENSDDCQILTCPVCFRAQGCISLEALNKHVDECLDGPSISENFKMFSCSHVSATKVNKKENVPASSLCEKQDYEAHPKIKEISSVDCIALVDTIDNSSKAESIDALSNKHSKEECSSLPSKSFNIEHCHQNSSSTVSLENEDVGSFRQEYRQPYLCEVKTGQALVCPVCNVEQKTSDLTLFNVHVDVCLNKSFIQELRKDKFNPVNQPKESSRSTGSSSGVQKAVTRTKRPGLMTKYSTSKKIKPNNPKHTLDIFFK
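Inhibition of 10 nM Pol kappa is measured by a fluorescent read-out at 0 and 10 min following addition of 50 nM substrate (final), with a 15-min room-temperature compound preincubation.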
APE1 inh = blocks human APE1 abasic DNA cleavage; 0.35% of 350,000 active; Potency, µM (titrated, usually from 65.8 µM), without a hit: at the highest dose activity change, negative = inhibition, actives largely listed as inhibitors; P27695; AID 2517; recombinant APE1, TAMRA/BHQ-2 abasic DNA cleavage fluorescence;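 also: potency is read from the fitted curve at half-maximal effect; plate controls were vehicle for no effect and reference inhibitor for full effect; nearly all actives have a fitted effect of over 55% in size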
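Quantitative HTS: incision of a TAMRA/BHQ-2 double-stranded substrate bearing a tetrahydrofuran abasic site by 0.75 nM APE1 raises fluorescence. Substrate 50 nM final, added after 15 min compound preincubation at room temperature; progress as third-minus-first kinetic read difference.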
Pol beta inh = DNA polymerase beta (human) inhibition; P06746; Pol beta primer extension/strand displacement, fluorescence kinetic; Potency, µM (doses to about 114 µM), without a hit: top-dose activity change, negative = inhibition, most hits filed as inhibitors; 1.3% of 340,000 active; also: potency is read from the fitted curve at half-maximal effect; % is scaled to controls: 0 for no effect and ±100 for the full control effect
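Values derive from four-parameter Hill fits of normalized kinetic data: reads at 0 and 10 min following addition of 50 nM substrate to 10 nM Pol beta preincubated 15 min with compound.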
PGK inhibitor = blocks T. brucei phosphoglycerate kinase. P07378. AID 602233. PGK/GAPDH coupled, Kinase-Glo luminescence, 60 min. 0.043% of 380,000 active. Potency, µM (series often up to 57.5 µM), for the others: at the highest dose activity change, negative = inhibition, actives largely listed as inhibitors; also: potency is read from the fitted curve at half-maximal effect; % is scaled to controls: 0 for no effect and ±100 for the full control effect; nearly all actives have a fitted effect of over 60% in size
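Recombinant glycosomal PGK reaction used 1,3-bisphosphoglycerate generated in-well by GAPDH (100nM final) in 100mM TEA pH 7.6, 5mM MgCl2, 0.01% Tween-20. After 60 minutes at room temperature, ATP was read by Kinase-Glo Plus luminescence end-point.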
Pol iota inh = inhibitors of human DNA polymerase iota; Pol iota fluorescent replication assay, 10 min; Potency, µM (doses to about 115 µM), inactives show at the highest dose activity, negative = inhibition, usual class: inhibitors; 1% of 390,000 active; AID 588590; also: potency is read from the fitted curve at half-maximal effect
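Pol iota at 10 nM preincubated 15 min with compounds at room temperature; reaction started with fluorescent substrate, 50 nM final. Fluorescence read kinetically at 0 and 10 min; buffer-only wells as negative control.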
Apoferritin bind = binds horse apoferritin like a general anesthetic. Potency, µM (top dose mostly 77.5 µM), inactives show at the highest dose activity change, negative = displacement, most hits filed as inhibitors. apoferritin/1-aminoanthracene competitive binding, fluorescence. AID 485281. 0.074% of 350,000 active; also: potency is read from the fitted curve at half-maximal effect; % is scaled to controls: 0 for no effect and ±100 for the full control effect; nearly all actives have a fitted effect of over 20% in size
Target sequence (P02791 2-175 limits assumed): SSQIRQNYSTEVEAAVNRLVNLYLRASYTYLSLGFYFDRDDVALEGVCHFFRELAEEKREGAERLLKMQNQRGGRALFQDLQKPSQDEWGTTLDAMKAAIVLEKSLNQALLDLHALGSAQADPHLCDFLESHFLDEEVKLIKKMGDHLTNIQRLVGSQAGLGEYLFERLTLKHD
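Horse-spleen apoferritin (10 uM) in 50% saturated 1-aminoanthracene in PBS was incubated 10 min at room temperature with compound. Fluorescence (ex 380, em 535 nm) was normalized to free and bound 1-AMA, with concentration-response fitted by a four-parameter Hill equation.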
BLM helicase inh = blocks DNA unwinding by human BLM helicase | 0.2% of 350,000 active | P54132 | Potency, µM (titrated, usually from 56.1 µM), without a hit: at the top dose activity change, negative = inhibition, hits mostly inhibitors | recombinant BLM DNA unwinding, fluorescence dequenching;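 also: potency is read from the fitted curve at half-maximal effect; plate controls were vehicle for no effect and no enzyme for full effect; nearly all actives have a fitted effect of over 35% in size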
POLH inh = inhibitors of human DNA polymerase eta; AID 588591; recombinant Pol eta, fluorescent DNA replication assay; Potency, µM (doses to about 114 µM), for the others: top-dose activity change, negative = inhibition, hits mostly inhibitors; Q9Y253; 1.2% of 390,000 active; also: potency is read from the fitted curve at half-maximal effect; % is scaled to controls: 0 for no effect and ±100 for the full control effect
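Pol eta (10 nM) was preincubated with compounds for 15 min at room temperature, after which fluorescent replication substrate (50 nM final) was added to start the reaction. Fluorescence was read kinetically at 0 and 10 min.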
RXFP1 antag = RXFP1 (human) relaxin receptor antagonism | 0.59% of 350,000 active | HEK293-RXFP1, relaxin-stimulated cAMP HTRF, 30 min; hits give low values | activity change, negative = inhibition, % at 57.5 µM | Q9HBX9 | AID 1259400;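 active = activity change of -60% or lower, but not beyond a set lower limit; inconclusive = change between -60% and -40%, or beyond the set limit; inactive = change above -40%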; also: % is scaled to controls: 0 for no effect and ±100 for the full control effect
* hit, by the source's call; i = inactive; ? = inconclusive; nt = not tested or not shown; & = joins results of further samples; [ ] = remark or other dose. Unless noted, calls follow the shape of the dose curve; as a rule, active = well fitted curve in the direction sought with a large enough effect; inconclusive = small, poorly fitted or top-dose-only effect, or another doubt; inactive = no such curve, though single readings can be large; an effect the other way counts as inactive or inconclusive. These rows are one share of the data, so the mix of outcomes need not match the whole.

SMILES	POLK inh	APE1 inh	Pol beta inh	PGK inhibitor	Pol iota inh	Apoferritin bind	BLM helicase inh	POLH inh	RXFP1 antag
CCC1=NN2C(=N)/C(=C/c3ccc(OS(=O)(=O)c4ccccc4)c(OC)c3)C(=O)N=C2S1	-17%	-13%	4%	-4%	?	-9%	-1%	?	-20
Cc1ccc(S(=O)(=O)N2CN(Cc3ccco3)c3nc4ccccc4nc32)cc1	-20%	-5%	-18%	-1%	9%	1%	-8%	-15%	-18
COc1cc(NC(=S)NC(=O)c2ccccc2F)ccc1NC(=O)c1ccco1	-7%	-2%	6%	i	1%	5%	-7%	?	7
COc1ccc(-c2ccc(OC)c(C3C4C=CCC(C)C4C(=O)N3Cc3ccccc3)c2)cc1OC (stereo not given)	-4%	0%	nt	nt	-14%	33%[activator]	-15%	nt	nt
Cc1ccnc(NC(=O)c2ccc3c(c2)C(=O)N(CC(C)C)C3=O)c1	-18%	12%	15%	-12%	29%	-6%	-6%	-22%	4
CC(Sc1n[nH]c(-c2ccccc2F)n1)C(=O)Nc1ccc(S(N)(=O)=O)cc1 (stereo not given)	-10%	9%	nt	-8%	-8%	nt	nt	-7%	-12
COc1cccc(-n2c(-c3ccco3)nc3c(cnn3-c3ccc(Cl)cc3)c2=O)c1	0%	nt	2%	-5%	-7%	-6%	-3%	-8%	nt
CC#C[C@]1(O)CC[C@H]2C3CCC4=CC(=O)CCC4=C3[C@@H](c3ccc(N(C)C)cc3)C[C@@]21C (stereo not given in full)	6%[19.4 µM]	17%&-2%	-4%[57.1 µM]	nt	?	?	nt	4%[57.1 µM]	nt
CC(=O)c1ccc(NC(=O)c2ccc(CNc3c(N4CCCC4)c(=O)c3=O)cc2)cc1	4%	3%	0%	-1%	0%	-6%	0%	-8%	1
CC(C)NC(=O)CN(Cc1ccc(F)cc1)C(=O)CCC(=O)Nc1ccccn1	7%	7%[12.4 µM]	68%	-5%	100%[activator]	2%	0%	-13%	-1

Entries of single compounds from above. Order of screens: POLK inh | APE1 inh | Pol beta inh | PGK inhibitor | Pol iota inh | Apoferritin bind | BLM helicase inh | POLH inh | RXFP1 antag
`CC(=O)c1ccc(NC(=O)c2ccc(CNc3c(N4CCCC4)c(=O)c3=O)cc2)cc1` in the list: 4% | 3% | 0% | -1% | 0% | -6% | 0% | -8% | 1
`Cc1ccc(S(=O)(=O)N2CN(Cc3ccco3)c3nc4ccccc4nc32)cc1` in the list: -20% | -5% | -18% | -1% | 9% | 1% | -8% | -15% | -18
`COc1cccc(-n2c(-c3ccco3)nc3c(cnn3-c3ccc(Cl)cc3)c2=O)c1` in the list: 0% | nt | 2% | -5% | -7% | -6% | -3% | -8% | nt
`COc1ccc(-c2ccc(OC)c(C3C4C=CCC(C)C4C(=O)N3Cc3ccccc3)c2)cc1OC` (stereo not given) in the list: -4% | 0% | nt | nt | -14% | 33%[activator] | -15% | nt | nt

Additional records follow:
SMILES	POLK inh	APE1 inh	Pol beta inh	PGK inhibitor	Pol iota inh	Apoferritin bind	BLM helicase inh	POLH inh	RXFP1 antag
O=C(Nc1nnc(C2CC2)s1)c1cncc(Br)c1	-16%	8%	nt	i	-4%	nt	nt	2%	4
COc1ccc(C2(C)NC(=O)N(CC(=O)Nc3ccc(-c4nc5ccc(C)cc5s4)cc3)C2=O)cc1 (stereo not given)	-9%	-9%	50%	5%	-11%	-8%	-2%	6%	4
Cc1cc(O)cc(O[C@H]2OC(CO)[C@H](O)[C@@H](O)[C@H]2O)c1 (stereo not given in full)	2%	-1%	?	-8%	10%	-2%	0%	-9%	nt
Cc1ccc(NC(=O)Nc2cccc(F)c2)nc1	4%	1%	7%	-9%	-6%	-7%	1%	-12%	-8
CC1CCN(S(=O)(=O)c2ccc3c(c2)N(CC(=O)N(C)Cc2ccccc2)C(=O)CO3)CC1	5%	nt	0%	i	32%[activator]	-19%	1%	-22%	-8
CCCCNC(=O)c1onc(CSc2ccc(F)c(F)c2)c1C(=O)NCCCC	-8%	nt	nt	0%	30%	nt	nt	-23%	nt
CCCc1c(C(=O)NNc2ccc(C)cc2)cnn1-c1ccccc1	-7%	0%	83%	-10%	18%	-17%	-1%	-23%	-28
O=C1CCCN=C(Nc2ccc(F)c(Cl)c2)S1	5%	5%	-25%	i	37%[activator]	-1%	-7%	-15%	-3
NC(=S)NN=C1CCC(C2CCCCC2)CC1 (stereo not given)	-9%	nt	nt	-1%	47%[activator]	nt	nt	-21%	-18
CCOc1ccccc1N(CC(=O)NCCSc1ccccc1)S(C)(=O)=O	-1%	-3%	-26%	i	79%[activator]	-4%	0%	-11%	-15
COc1cc(C(=O)Nc2cc(S(C)(=O)=O)ccc2Cl)ccc1OCC(=O)N1CCOCC1	-5%	-2%	nt	-9%	-14%	nt	nt	-3%	14
Cc1ccc(S(=O)(=O)N2CCN(C(=O)COC(=O)c3ccc(Br)o3)CC2)c(C)c1	-2%	3%	nt	i	25%	nt	nt	-20%	-8
C/C(=N/NC(=O)c1ccc2c(c1)OCO2)c1ccc(Br)s1	2%	15%	-3%	-16%	-7%	-2%	-4%	-15%	-15
COCCCN1C(=O)/C(=C\c2ccc3c(c2)OCO3)C(C(=O)OC)=C1C	-2%	2%	27%	i	15%	-10%	-4%	1%	2
COCCCNC(=O)c1sc2nc(C)c(C(=O)Nc3ccc(Cl)cc3)c(-c3ccc(Br)cc3)c2c1N	-4%	nt	22%	-4%	?	238%[activator]	1%	11%	-16
Cc1cccnc1CN1CCN(Cc2nc(Cc3cccc(F)c3)no2)CC1	6%	0%	-7%	0%	26%	-8%	-3%	-3%	-1
NS(=O)(=O)c1ccc(NC(=O)/C=C/c2cccs2)cc1	-2%	-17%	-1%	-3%	31%[activator]	8%	-3%	-2%	-6
CCOC(=O)Cn1c(=N)n(CCOc2ccc3ccccc3c2)c2ccccc21	5%	15%	11%	-12%	10%	-12%	-7%	-23%	-24
COc1ccc(-n2c(SCc3cn4c(C)cccc4n3)nc3ccccc3c2=O)cc1OC	5%	-5%	0%	i	47%[activator]	-7%	0%	-9%	-2
Cc1cc(Cn2nnc(-c3ccc(Br)cc3)n2)cc(C)c1O	0%	14%	nt	i	14%	nt	nt	-15%	-11

The last 5 records of the section above come first, to join the parts.
SMILES	POLK inh	APE1 inh	Pol beta inh	PGK inhibitor	Pol iota inh	Apoferritin bind	BLM helicase inh	POLH inh	RXFP1 antag
Cc1cccnc1CN1CCN(Cc2nc(Cc3cccc(F)c3)no2)CC1	6%	0%	-7%	0%	26%	-8%	-3%	-3%	-1
NS(=O)(=O)c1ccc(NC(=O)/C=C/c2cccs2)cc1	-2%	-17%	-1%	-3%	31%[activator]	8%	-3%	-2%	-6
CCOC(=O)Cn1c(=N)n(CCOc2ccc3ccccc3c2)c2ccccc21	5%	15%	11%	-12%	10%	-12%	-7%	-23%	-24
COc1ccc(-n2c(SCc3cn4c(C)cccc4n3)nc3ccccc3c2=O)cc1OC	5%	-5%	0%	i	47%[activator]	-7%	0%	-9%	-2
Cc1cc(Cn2nnc(-c3ccc(Br)cc3)n2)cc(C)c1O	0%	14%	nt	i	14%	nt	nt	-15%	-11
CCC(C)[C@H](NC(=O)C1CC(=O)N(c2ccc3c(c2)OCO3)C1)C(=O)NC1CCCCC1 (stereo not given in full)	-1%	14%	26%	i	-2%	-2%	-5%	-10%	1
Cn1sc(NC(=O)c2cccc(Cl)c2)nc1=O	5%	0%	17%	-1%	-9%	-13%	1%	-11%	-25
Fc1ccc(CNC(=S)NCc2ccc(F)cc2)cc1	-9%	-2%	2%	-1%	36%[activator]	-15%	-5%	-5%	-10
Cc1ccc(SCC(=O)NC(=O)Nc2ccc3c(c2)OCCO3)c(C)c1	-15%	1%	-8%	i	22%	-14%	4%	-20%	-1
O=C(Nc1ccc(Cl)cc1Cl)c1cc(S(=O)(=O)N2CCN(c3ccccc3F)CC2)ccc1F	-2%[60.1 µM]	nt	-22%	i	0%	5%	-4%	-11%	-7
CCc1nc(SCc2ccccc2)n[nH]1	-13%	4%	7%	0%	87%[activator]	-11%	0%	-5%	11
CCCS(=O)(=O)N1CCCC(C(=O)NCCCOC)C1 (stereo not given)	-5%[60.1 µM]	nt	5%	-9%	-18%	7%	-4%	-11%	nt
Cc1cc(C)c2c(=O)c3c(oc2c1)C(=O)N(Cc1ccco1)C3c1ccccc1F (stereo not given)	7%	nt	10%	nt	24%	?	1%	nt	-5
COc1ccc(-c2nnn(CC(=O)N(Cc3ccc(F)cc3)C(C(=O)NC3CCCC3)c3ccc(F)cc3)n2)cc1 (stereo not given)	4%	nt	nt	nt	-7%	nt	nt	-12%	-22
C[C@H]1O[C@H](O[C@H]2[C@H](O[C@@H]3CC[C@@]4(C)C(CC[C@]5(C)C4CC=C4[C@@H]6CC(C)(C)CC[C@]6(C(=O)O[C@@H]6O[C@H](CO)[C@@H](O)[C@H](O)[C@H]6O)CC[C@]45C)C3(C)C)O[C@H](C(=O)O)[C@@H](O)[C@@H]2O)[C@@H](O)[C@@H](O)[C@@H]1O (stereo not given in full)	-9%	24%	nt	-10%	-47%	nt	nt	3%	0
CCCc1nc2ccccc2c(=O)n1NC(=O)c1c(O)c2ccccc2[nH]c1=O	3%	-10%	13%	-4%	-6%[58.9 µM]	-11%	-13%	-7%	15
CCOC(=O)C1CCCN(C2=NC(=O)/C(=C/c3ccc(N(C)C)cc3)S2)C1 (stereo not given)	-19%	31%	-8%	4%	?	?	-5%	1%	-10
COc1ccc(C(CCNCc2ccc(F)cc2)c2ccc(F)cc2)cc1 (stereo not given)	-14%	12%	3%	-6%	3%	-5%	-1%	-15%	6
